RSV CPE inhibition – RSV antiviral activity via CPE protection, HEp-2 cells, primary 10 µM value included (AID 2391); one-dose CPE inhibition, % at 10 µM; IC50 in µM for titrated hits; 310,000 tested, 0.13% active; HEp-2 cells, RSV-induced CPE inhibition; higher % means a stronger effect; in the data active means a potency from the dose series; inconclusive means CPE inhibition mostly from about 23% at the one dose, without a potency; inactive means the rest, 99 in 100 with CPE inhibition below about 21%; further: strong numbers were not always called active
PhoP inhibition – PhoP-dependent GFP reporter repression – Salmonella Typhimurium, primary screen (AID 1863); inhibition, % at 50 µM, or IC50 in µM where a hit was titrated; S. Typhimurium PhoP-regulated promoter GFP reporter, 4 h; higher % means a stronger effect; 300,000 tested, 0.16% active;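 active means inhibition over 29.93%, a cutoff 3 SD above the screen mean, later confirmed by dose response; inconclusive means inhibition over 29.93% but no dose response follow-up; inactive means inhibition at most 29.93% or unconfirmed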;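 further: 0% = low Mg2+ inducing control and 100% = high Mg2+ repressing control; strong numbers were not always called active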
MgcRacGAP inhibition – MgcRacGAP GTPase-activating activity inhibitors, confirmation, biochemical, ADP Hunter fluorescence; inhibition, % at 30 µM; hits with a dose series show IC50 in µM; MgcRacGAP-stimulated Rac1 GTP hydrolysis, ADP Hunter fluorescence; higher % means a stronger effect; GST-tagged Rac1 F28L mutant substrate; 340,000 tested, 0.6% active; AID 624330;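 active means first-screen hits whose inhibition reached a set limit at any dose in the follow-up dose series; inconclusive means inhibition above the set first-screen limit but never retested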;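 further: fluorescence reports GDP produced by GAP-driven GTP hydrolysis; strong numbers were not always called active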
NS5 inhibitors – Dengue-2 NS5 methyltransferase inhibitors, primary screen, biochemical, confirmation dose response (AID 588689) | Dengue-2 NS5 methyltransferase capping enzyme assay, biochemical; higher % means a stronger effect | inhibition, % at 25 µM, or IC50 in µM where a hit was titrated | 340,000 tested, 0.3% active; in the data active means a potency from the dose series; inconclusive means inhibition above about 29% without an active follow-up result
K1F lysis inhibition – protection from phage-mediated lysis, alamar blue read-out – E. coli UTI89, K1F phage, bacterial capsule biogenesis inhibitors (AID 488966) | E. coli UTI89 K1F phage lysis, alamar blue, 2 h; higher % means a stronger effect | inhibition, % at 100 µM, or IC50 in µM where a hit was titrated | 340,000 tested, 0.02% active;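 active means phage lysis inhibition, versus mean bacterial control, above a set limit; inconclusive means no clear call, values can overlap the other calls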;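 further: capsule biogenesis inhibitors block K1F phage lysis so surviving cells raise fluorescence; higher fluorescence means more inhibition of phage lysis; actives were called in the ten point dose series up to 300 µM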
GPR35 antagonists – inhibition of zaprinast-stimulated GPR35 beta-arrestin translocation – imaging, U2OS, beta-arrestin-GFP, zaprinast agonist, primary screen (AID 2058); 290,000 tested, 0.052% active; U2OS GPR35 beta-arrestin-GFP translocation imaging, zaprinast antagonism; higher % means a stronger effect; inhibition, % at 10 µM; hits with a dose series show IC50 in µM;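 active means inhibition of at least 50% with at least 30 cells and total cytoplasm GFP at most 10,000,000; inconclusive means under 30 cells or total GFP of 10,000,000 plus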
SV40 large T antigen – SV40 large T antigen inhibitors, biochemical (AID 1903); SV40 large T antigen ATPase/helicase inhibition assay; higher % means a stronger effect; one-dose inhibition, % at 20 µM; IC50 in µM for titrated hits; 310,000 tested, 0.39% active; in the data active means a potency from the dose series; inconclusive means inhibition mostly from about 32% at the one dose, without a potency; inactive means the rest, 99 in 100 with inhibition below about 32%; further: strong numbers were not always called active
HIV peptide binding – inhibitors of HIV fusion peptide binding, primary screen, biochemical, uHTS, fluorescence dequenching (AID 1986); cell-free peptide binding, fluorescence dequenching, 30 min; higher % means a stronger effect; 290,000 tested, 0.3% active; inhibition, % at 20 µM, or IC50 in µM where a hit was titrated; in the data active means inhibition mostly above about 52%, no sharp cut-off; inactive means mostly below about 76%; further: some results filed as inactive read as strong as hits
GPR55 LPI antagonism – inhibition of LPI-stimulated GPR55 beta-arrestin translocation – imaging, U2OS, beta-arrestin-GFP, LPI agonist, primary screen (AID 2013); U2OS GPR55 beta-arrestin-GFP translocation imaging, LPI antagonism; higher % means a stronger effect; one-dose inhibition, % at 10 µM; IC50 in µM for titrated hits; 290,000 tested, 0.13% active;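 active means spots per cell inhibited over 60%, with over 100 cells counted and total cytoplasm intensity under 500,000; inconclusive means wells with under 100 cells, flagged as likely toxic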;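 further: U2OS cells stably carrying GPR55 and arrestin-GFP stimulated by 5 µM LPI near EC80; imaged beta-arrestin-GFP aggregate spots per cell after agonist stimulation; plate controls were LPI-stimulated DMSO wells for no effect and DMSO wells without LPI for full effect; some results filed as inactive read as strong as hits; confirmed hits need IC50 under 10 µM and bright autofluorescent wells are also inconclusive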
The depositor's hits bear a star; [ ] = dose if it differs, or a comment.

Screening Cc1ccc(OCCC(=O)OCC(=O)NCCc2ccc(Cl)cc2)cc1 returned RSV CPE inhibition -1.7%, PhoP inhibition -4.7%, MgcRacGAP inhibition 5.2%, NS5 inhibitors 7.2%, K1F lysis inhibition 0.4%[50 µM] and SV40 large T antigen 19.1%.
`COc1ccc(C(=O)Cn2nnc(-c3ccccc3NC(=O)C3CCCCC3)n2)cc1` gave RSV CPE inhibition 9.0%, PhoP inhibition -52.3%, MgcRacGAP inhibition 13.1%, NS5 inhibitors -15.9%, K1F lysis inhibition 3.1%, GPR35 antagonists -8.7%, SV40 large T antigen 4.5%, HIV peptide binding 10.5% and GPR55 LPI antagonism 0.1%.
Screening CC(/C=N\NC(=O)c1ccc(C)nc1)=C\c1ccccc1 returned RSV CPE inhibition -0.7%, PhoP inhibition -1.2%, MgcRacGAP inhibition 10.1%, NS5 inhibitors -1.4%, K1F lysis inhibition 5.0%, GPR35 antagonists 14.1%, SV40 large T antigen 10.2%, HIV peptide binding 1.9% and GPR55 LPI antagonism 2.6%.
CCOC(=O)C1=C(c2ccccc2)Nc2ncnn2C1c1ccc(O)cc1 (centres undefined) was read as RSV CPE inhibition -0.5%, PhoP inhibition -3.1%, MgcRacGAP inhibition 5.1%, NS5 inhibitors -8.5%, K1F lysis inhibition 0.3%, GPR35 antagonists 0.2%, SV40 large T antigen 21.0%, HIV peptide binding 0.2% and GPR55 LPI antagonism -9.7%.
For CCC(=O)c1ccc(N2CCC(C)CC2)c(F)c1 the results were RSV CPE inhibition 1.9%, PhoP inhibition 1.0%, MgcRacGAP inhibition 2.5%, NS5 inhibitors -6.1%, K1F lysis inhibition 0.4%, GPR35 antagonists 8.6%, SV40 large T antigen 14.1%, HIV peptide binding 0.5% and GPR55 LPI antagonism 14.0%.
`Cc1ccc(C)c(NC(=O)CSc2nc(C)cc(C)c2C#N)c1` gave RSV CPE inhibition -1.9%, PhoP inhibition -1.5%, MgcRacGAP inhibition 3.0%, NS5 inhibitors -1.4%, K1F lysis inhibition 0.2%, GPR35 antagonists -2.7%, SV40 large T antigen 5.0%, HIV peptide binding 4.1% and GPR55 LPI antagonism 11.9%.
`CCc1ccc(C(=O)N/N=C(\C)c2ccncc2)s1` gave RSV CPE inhibition 1.1%, PhoP inhibition 3.9%, MgcRacGAP inhibition 2.0%, NS5 inhibitors -1.3%, K1F lysis inhibition 0.1%[50 µM], GPR35 antagonists 5.7%, SV40 large T antigen 25.6%, HIV peptide binding 0.1% and GPR55 LPI antagonism 1.7%.
Cc1cccc2[nH]c3c(=O)n(CCN4CCNCC4)cnc3c12 was read as RSV CPE inhibition -1.2%, PhoP inhibition 0.9%, MgcRacGAP inhibition 3.3%, K1F lysis inhibition -0.1%, GPR35 antagonists -8.1%, SV40 large T antigen 0.2%, HIV peptide binding -3.4% and GPR55 LPI antagonism -2.3%.
`Cc1cc(C)c2c(=O)c(C#N)coc2c1` gave RSV CPE inhibition 16.6%, PhoP inhibition -5.4%, MgcRacGAP inhibition -0.1%, NS5 inhibitors 5.4%, K1F lysis inhibition 0.0%, GPR35 antagonists -3.9%, SV40 large T antigen 22.3%, HIV peptide binding 2.6% and GPR55 LPI antagonism 4.8%.
Screening CSc1cccc(N2CC(C(=O)N(Cc3nnc(-c4ccccc4Cl)o3)C3CC3)CC2=O)c1 (centres undefined) returned RSV CPE inhibition 6.2%, PhoP inhibition 4.2%, MgcRacGAP inhibition 5.2%, NS5 inhibitors -6.5%, K1F lysis inhibition -1.3%[50 µM], GPR35 antagonists -22.0%, SV40 large T antigen -0.8%, HIV peptide binding -0.4% and GPR55 LPI antagonism -15.2%.
Screening CCOC(=O)c1c(S(=O)(=O)N2CCCC2)c(C)n(C)c1C returned RSV CPE inhibition -1.1%, PhoP inhibition 7.8%, MgcRacGAP inhibition -11.6%, NS5 inhibitors 0.0%, K1F lysis inhibition 0.1%, GPR35 antagonists -10.4%, SV40 large T antigen 6.5%, HIV peptide binding -0.7% and GPR55 LPI antagonism -4.2%.
Screening Cc1ccc(SCCNCc2ccco2)cc1 returned RSV CPE inhibition 0.0%, PhoP inhibition 5.6%, MgcRacGAP inhibition 7.5%, NS5 inhibitors -3.5%, K1F lysis inhibition 0.9%, GPR35 antagonists -3.0%, SV40 large T antigen 0.1%, HIV peptide binding 0.3% and GPR55 LPI antagonism 2.2%.
`CCOC(=O)c1c(C=O)c2ccccc2n1CC` gave RSV CPE inhibition 7.0%, PhoP inhibition 6.0%, MgcRacGAP inhibition 3.6%, NS5 inhibitors -9.5%, K1F lysis inhibition 0.4%, GPR35 antagonists 2.2%, SV40 large T antigen 1.5%, HIV peptide binding 2.2% and GPR55 LPI antagonism -1.8%.
Screening O=C(Nc1cccc(Cl)c1)Nc1nnc(-c2ccccc2)o1 returned RSV CPE inhibition 4.5%, PhoP inhibition -5.8%, MgcRacGAP inhibition 4.3%, NS5 inhibitors -2.4%, K1F lysis inhibition -0.1%, GPR35 antagonists -5.4%, SV40 large T antigen 16.2% and HIV peptide binding -1.4%.
CCN(CC)c1nc(-c2ccc(C(=O)NN)cc2)nc(-c2ccc(C(=O)NN)cc2)n1 was read as RSV CPE inhibition 1.0%, PhoP inhibition 4.9%, MgcRacGAP inhibition 7.0%, NS5 inhibitors -0.7%, K1F lysis inhibition -0.4%[50 µM], GPR35 antagonists -4.5%, SV40 large T antigen 4.6%, HIV peptide binding -0.7% and GPR55 LPI antagonism -19.6%.
Screening O=C(CSc1nc2ccccc2s1)CSc1nc2ccccc2s1 returned RSV CPE inhibition -1.2%, PhoP inhibition -2.2%, MgcRacGAP inhibition 10.0%, NS5 inhibitors -3.4%, K1F lysis inhibition 0.6%, GPR35 antagonists 2.8%, SV40 large T antigen 23.9%, HIV peptide binding 6.4% and GPR55 LPI antagonism -1.4%.
For CC(C)COC(=O)C(C)Nc1n[nH]c(=S)[nH]c1=O (centres undefined) the results were RSV CPE inhibition -1.1%, PhoP inhibition -3.5%, MgcRacGAP inhibition 1.4%, NS5 inhibitors -7.4%, K1F lysis inhibition -2.5%, GPR35 antagonists 6.0%, SV40 large T antigen 0.8%, HIV peptide binding 0.8% and GPR55 LPI antagonism 2.1%.
Screening C=CCNC(=O)CC1C(=O)NCCN1Cc1c(F)cccc1Cl (centres undefined) returned RSV CPE inhibition 1.0%, PhoP inhibition 2.9%, MgcRacGAP inhibition 2.6%, NS5 inhibitors 8.0%, K1F lysis inhibition -0.1%, GPR35 antagonists -10.5%, SV40 large T antigen -1.4%, HIV peptide binding 0.7% and GPR55 LPI antagonism 14.5%.
COc1ccc(S(=O)(=O)NCCC(=O)OCC(=O)c2ccc[nH]2)cc1[N+](=O)[O-] was read as RSV CPE inhibition 1.6%, MgcRacGAP inhibition 1.4%, NS5 inhibitors 2.3% and K1F lysis inhibition 0.8%[50 µM].
Screening CCc1nc(N[C@H](C(=O)O)C(C)CC)c2oc3ccccc3c2n1 (some centres undefined) returned RSV CPE inhibition 4.1%, PhoP inhibition -7.6%, MgcRacGAP inhibition 12.7%, NS5 inhibitors 2.2%, K1F lysis inhibition 0.4%, GPR35 antagonists 21.3%, SV40 large T antigen -2.8%, HIV peptide binding 3.7% and GPR55 LPI antagonism 11.4%.
`O=C(Nc1ccccc1C(=O)N1CCCCC1)c1cc(F)c(F)cc1Cl` gave RSV CPE inhibition 0.0%, PhoP inhibition 3.3%, MgcRacGAP inhibition 4.5%, NS5 inhibitors -5.8%, K1F lysis inhibition 0.0%, GPR35 antagonists 2.7%, SV40 large T antigen -8.4%, HIV peptide binding -1.9% and GPR55 LPI antagonism 8.1%.
O=C(NC1CCCN(Cc2ccc(Cl)cc2)C1)c1ccccc1-c1ncc[nH]1 (centres undefined) was read as MgcRacGAP inhibition 8.9%, NS5 inhibitors -3.6%, K1F lysis inhibition 1.8%, GPR35 antagonists -8.3%, HIV peptide binding 1.5% and GPR55 LPI antagonism 1.6%.
For O=c1[nH]cnc2ncc(-c3ccc(O)cc3)nc12 the results were RSV CPE inhibition 3.0%, MgcRacGAP inhibition 19.2%, NS5 inhibitors 5.4%, K1F lysis inhibition -0.5% and SV40 large T antigen inconclusive.
For O=C(COC(=O)CNS(=O)(=O)c1cccc(Br)c1)NC(=O)Nc1ccc2c(c1)OCCO2 the results were RSV CPE inhibition 0.3%, PhoP inhibition -1.2%, MgcRacGAP inhibition 2.1%, NS5 inhibitors -1.5%, K1F lysis inhibition 0.1%, GPR35 antagonists 1.2%, SV40 large T antigen 9.8%, HIV peptide binding -1.6% and GPR55 LPI antagonism 4.3%.
For CCOC(=O)c1c(C)c(C(=O)NC2CCCCCC2)c(C)n1C the results were PhoP inhibition -7.5%, MgcRacGAP inhibition 1.7%, NS5 inhibitors 2.0%, K1F lysis inhibition 0.1%, GPR35 antagonists -5.8%, SV40 large T antigen 14.5%, HIV peptide binding -2.3% and GPR55 LPI antagonism 8.7%.
`COc1ccc(CNC(=O)CN2C(=O)COc3ccc(S(=O)(=O)N4CCCC4)cc32)cc1` gave RSV CPE inhibition 0.5%, PhoP inhibition -6.4%, MgcRacGAP inhibition 5.9%, NS5 inhibitors 0.0%, K1F lysis inhibition 0.1%, GPR35 antagonists 11.7%, SV40 large T antigen 6.2%, HIV peptide binding 0.8% and GPR55 LPI antagonism 8.1%.
For O=c1cc(CO)oc(CN2CCC(Cc3ccccc3)CC2)c1O the results were RSV CPE inhibition 2.2%, PhoP inhibition 8.4%, MgcRacGAP inhibition 1.9%, NS5 inhibitors -9.5%, K1F lysis inhibition 1.6%, GPR35 antagonists 6.7%, SV40 large T antigen 6.9%, HIV peptide binding -2.3% and GPR55 LPI antagonism 12.1%.
For O=C(CN1CCCCC1)N1CCN(C(=O)CN2CCCCC2)CC1 the results were PhoP inhibition 4.4%, GPR35 antagonists 20.7%, SV40 large T antigen 8.7%, HIV peptide binding -2.2% and GPR55 LPI antagonism 0.4%.
For Cc1cc(-c2ccccc2)nn1-c1nc2c(c(=O)[nH]c(=O)n2C)n1C the results were RSV CPE inhibition 1.7%, PhoP inhibition 20.3%, MgcRacGAP inhibition 9.5%, NS5 inhibitors -3.4%, K1F lysis inhibition 0.3%, GPR35 antagonists -0.1%, SV40 large T antigen 4.7%, HIV peptide binding 3.3% and GPR55 LPI antagonism -4.8%.
O=C(c1cccc(N2CCNC2=O)c1)N1CCCC(Nc2cccc(F)c2)C1 (centres undefined) was read as RSV CPE inhibition 0.9%, PhoP inhibition 0.5%, MgcRacGAP inhibition -0.6%, NS5 inhibitors -7.8%, K1F lysis inhibition -0.1%, GPR35 antagonists 13.6%, SV40 large T antigen 2.2%, HIV peptide binding -0.9% and GPR55 LPI antagonism 14.0%.

From PubChem
